LYPLA2 counter – blocks human lysophospholipase 2, a PME1 counter-screen. O95372. recombinant LYPLA2, FP-Rh probe fluorescence polarization. inhibition, % at 5.9 µM. 320,000 tested, 0.38% active. AID 2177;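 active = inhibition above the screen-wide mean plus 3 SD, limit set per campaign, cut at about 26% in these data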;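 also: 0% = LYPLA2 with DMSO and 100% = wells lacking LYPLA2 enzyme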
Target sequence (O95372 whole entry, looked up): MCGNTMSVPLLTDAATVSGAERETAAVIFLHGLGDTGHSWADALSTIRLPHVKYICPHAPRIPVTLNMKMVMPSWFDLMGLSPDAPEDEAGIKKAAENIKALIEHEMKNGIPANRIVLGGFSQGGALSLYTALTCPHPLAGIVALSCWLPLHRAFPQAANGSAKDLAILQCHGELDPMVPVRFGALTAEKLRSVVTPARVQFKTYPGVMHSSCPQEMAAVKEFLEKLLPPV
GASC-1 inh – human JMJD2C demethylase inhibition; Q9H3R0; GST-JMJD2C(1-420) H3K9me3 demethylation, DELFIA europium; inhibition, % at 2.35 µM; 330,000 tested, 0.069% active; AID 2099;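 active = more than half of a compound's replicate wells show inhibition beyond 50%, single wells judged on their own value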;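 also: signal counts dimethyl H3K9 product captured on neutravidin plate; 0% = median of DMSO wells and 100% = 0.3 times that DMSO median; strong numbers were not always called active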
TPT1 inhibitor – blocks Candida albicans tRNA 2'-phosphotransferase; recombinant caTPT1, FP RNA substrate dephosphorylation; inhibition, % at 5 µM; 300,000 tested, 0.81% active; AID 1962;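 active = inhibition above the mean of all tested compounds plus 3 SD, set per screening campaign, cut at about 24% in these data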;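 also: plate controls were DMSO alone for no effect and ferristatin control at 100 nM for full effect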
core dimer inh – blocks dimerization of HCV core protein | TR-FRET GST/Flag-core106 dimerization, 1536-well | inhibition, % at 5 µM | 300,000 tested, 0.33% active | AID 1899;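 active = inhibition above the mean of all tested compounds plus 3 SD, set per screening campaign, cut at about 45% in these data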
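System – GST-tagged and Flag-tagged HCV core protein residues 1-106 · Repeats – one well for each compound · Technique – TR-FRET 671 and 617 nm emission · Doses – one concentration, 5 µM, in 0.5% DMSO · Times – 4 h, 22.5 °C incubation · Also added – Eu donor and XL665 acceptor anti-tag antibodies · Measure – percent inhibition of core106 dimerization signal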
PP5 primary – inhibitors of human protein phosphatase 5 (PP5); P53041; purified PP5c, OMFP substrate fluorescence; inhibition, % at 6.7 µM; 320,000 tested, 0.18% active; AID 1987;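 active = inhibition above the campaign's mean inhibition across all tested compounds plus 3 SD, cut at about 9.5% in these data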;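 also: 0% = DMSO only and 100% = 100 µM cantharidin control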
Target sequence (P53041 whole entry, looked up): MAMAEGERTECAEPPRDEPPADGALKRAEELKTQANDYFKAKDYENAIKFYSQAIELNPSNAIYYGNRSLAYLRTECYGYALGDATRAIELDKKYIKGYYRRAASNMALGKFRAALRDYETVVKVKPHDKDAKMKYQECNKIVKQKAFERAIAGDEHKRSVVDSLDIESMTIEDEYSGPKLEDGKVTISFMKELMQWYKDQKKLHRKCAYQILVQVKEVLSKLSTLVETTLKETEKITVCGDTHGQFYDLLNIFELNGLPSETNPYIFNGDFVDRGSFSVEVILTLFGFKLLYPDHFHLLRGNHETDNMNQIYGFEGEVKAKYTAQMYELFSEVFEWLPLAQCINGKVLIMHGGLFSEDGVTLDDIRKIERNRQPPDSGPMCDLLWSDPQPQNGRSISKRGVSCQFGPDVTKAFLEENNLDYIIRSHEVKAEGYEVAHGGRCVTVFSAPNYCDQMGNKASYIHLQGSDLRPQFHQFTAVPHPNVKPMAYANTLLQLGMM
Fh CTSL1 inh – blocks F. hepatica cathepsin L1 in PFM18AAP counter-screen | recombinant F. hepatica cathepsin L1, Z-Leu-Arg-MCA fluorescence | inhibition, % at 5.96 µM | 300,000 tested, 0.49% active | AID 1906;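 active = inhibition above the mean of all tested compounds plus 3 SD, set per screening campaign, cut at about 17% in these data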;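 also: 0% = plate median of test compound wells and 100% = 1 µM Z-Phe-Ala-diazomethylketone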
PP1 inh – blocks human PP1-alpha phosphatase, a PP5 counter-screen | P62136 | purified PP1alpha, OMFP fluorescence | inhibition, % at 6.7 µM | 320,000 tested, 0.9% active | AID 2235;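 active = inhibition above the mean inhibition of all tested compounds plus 3 SD, computed separately for each screening campaign, cut at about 15% in these data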
PREPL inhibitor – inhibits the human prolyl oligopeptidase-like enzyme. Q4J6C6. recombinant PREPL, fluorescence polarization activity-based probe. inhibition, % at 5.96 µM. 320,000 tested, 0.68% active. AID 2751; in the data active = inhibition above about 43%;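 also: 0% = enzyme with DMSO and 100% = wells lacking enzyme; many of its hits are not listed in these tables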
Efflux pump mplx – blocks antifungal efflux pumps in multiplex yeast assay | S. cerevisiae Candida pump triplex, Nile Red efflux | inhibition, % at 10 µM | 330,000 tested, 0.44% active;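 active = plate passing quality check with inhibition over a set limit, or well fluorescence over plate mean plus 4 SD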;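 also: Nile Red retained in pooled yeast measured as flow cytometry median fluorescence; 0% = buffer negative control and 100% = Enniatin B positive control; higher means more Nile Red kept so more efflux inhibition; some compounds called inactive have numbers as strong as hits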
An asterisk follows results filed as active; nt = not tested or not shown; & = joins results of further samples. An excerpt, so the mix of outcomes need not match the whole.

mol	LYPLA2 counter	GASC-1 inh	TPT1 inhibitor	core dimer inh	PP5 primary	Fh CTSL1 inh	PP1 inh	PREPL inhibitor	Efflux pump mplx
O=C(NCc1ccc(Cl)cc1)N1CCc2ccccc2C1	1	-9	3	-2	1.9	-5	8	6	1.3*
COCCN(Cc1ccccc1)C(=O)c1ccc2c(c1)NC(=O)CS2	9	nt	nt	nt	-1.3	nt	-3	14	-0.2
CC(=O)N1CCN(CC(=O)O)CC1	-1	12	-1	3	-0.7	1	-3	-4	-0.1
O=C(CSc1nnc(CNC(=O)c2c(F)cccc2F)o1)NCc1ccccc1Cl	4	6	0	4	-0.3	1	-2	10	-0.5
O=C1/C(=C/c2ccccc2Cl)SC(=S)N1CCCC(=O)N(CCO)c1ccccc1	1	-6	-3	0	1.3	2	18*	27	-0.1
Cn1cccc1/C=N/NC(=O)c1ccco1	1	-35	-1	-1	0.1	4	-4	10	0.0
Cn1cnnc1SCC(=O)Nc1sc2c(c1C#N)CCCCC2	-2	2	4	17	2.7	3	1	14	0.1
O=C(Nc1ccc(N2CCN(C(=O)c3ccco3)CC2)cc1)c1ccc([N+](=O)[O-])cc1Cl	40*	-3	-3	3	3.0	1	1	7	0.1
COc1ccc(NC(=O)C(c2ccc(OC)cc2)N(Cc2ccco2)C(=O)CC2NC(=O)NC2=O)cc1 (stereo not given)	6	33	1	-3	1.0	2	1	-9	0.0
Cc1nc2ccccc2nc1N1CCOCC1	1	-1	-10	-1	-1.4	0	0	18	-0.2
O=C(CSc1nc(Cc2ccccc2)nc2ccccc12)Nc1ccc2c(c1)OCCO2	1	88	3	10	2.3	10	2	-11	0.1
O=C(CN1C(=O)C2(OCCO2)c2ccccc21)c1ccc(Cl)cc1	-5	1	0	1	1.1	2	3	-5	0.4
CCN1CCN(c2cc(C)c3cc(NC(=O)c4ccc(OC)c(OC)c4)ccc3n2)CC1	1	5	-3	-29	0.5	2	-3	19	0.3
CC(=O)N(Cc1ccccc1)c1c(N)nc(N)[nH]c1=O	5	3	-3	7	0.9	1	0	2	-0.1
COc1cccc(C2c3c(oc4ccc(Cl)cc4c3=O)C(=O)N2c2cc(C)on2)c1OC (stereo not given)	-2	-3	-1	6	-0.1	-1	-2	4	0.1
COc1ccc(N(Cc2ccccc2)C(=O)CSc2nnc(Cn3nnc4ccccc43)o2)cc1	6	-2	-5	14	1.7	3	2	14	0.0
O=C(OC1Cn2c(=O)ccc(=O)n2C1)c1ccccc1	-4	6	0	-2	-1.8	1	-4	-2	0.1
COc1ccc(NC(=O)Cc2c[nH]c3ccccc23)cc1S(=O)(=O)N1CCCCC1	0	2	-1	-3	-1.6	1	2	15	-2.5
Cc1ccc(CN2C(=O)CCC2C(=O)N2CCN(c3ccc(F)cc3)CC2)cc1 (stereo not given)	14	-16	-5	-3	0.8	3	3	-11	0.0
COC(=O)c1ccc(C2=NOC(C)(c3nnc(Cc4ccccc4)o3)C2)cc1 (stereo not given)	-6	8	1	-6	0.8	3	2	-12	nt
CCOCCCNC(=O)c1cn(CC)c2ccc(S(=O)(=O)N3CCC(C)CC3)cc2c1=O	4	-9	0	7	0.1	1	-2	-5	0.1
Cc1cc(NC(=O)CCC(=O)N(Cc2ccccc2)C(C(=O)NC2CCCC2)c2ccc(C)o2)no1 (stereo not given)	1	-26	-1	-16	0.6	29*	0	9	0.1
CCC1CCCCN1CCCNC(=O)CNC(=O)Cn1ccc2ccccc2c1=O (stereo not given)	-5	10	37*	-3	-0.8	0	-4	24	-0.1
CC(NC(=O)C1CCN(S(=O)(=O)c2ccc3nc4c(c(C(=O)O)c3c2)CCCC4)CC1)c1ccccc1 (stereo not given)	-4	1	-1	13	-0.4	2	-1	1	0.0
Cn1c(SCc2nc3cc(C(=O)O)ccc3c(=O)[nH]2)nnc1C(F)(F)F	5	-6	1	0	1.1	0	-2	10	0.0

For reference, two of the compounds above.
mol	LYPLA2 counter	GASC-1 inh	TPT1 inhibitor	core dimer inh	PP5 primary	Fh CTSL1 inh	PP1 inh	PREPL inhibitor	Efflux pump mplx
O=C(NCc1ccc(Cl)cc1)N1CCc2ccccc2C1	1	-9	3	-2	1.9	-5	8	6	1.3*
COCCN(Cc1ccccc1)C(=O)c1ccc2c(c1)NC(=O)CS2	9	nt	nt	nt	-1.3	nt	-3	14	-0.2

(listing goes on)
mol	LYPLA2 counter	GASC-1 inh	TPT1 inhibitor	core dimer inh	PP5 primary	Fh CTSL1 inh	PP1 inh	PREPL inhibitor	Efflux pump mplx
COc1ccc(NC(=O)c2cnc(SC)n2-c2ccc(F)cc2)c(OC)c1	1	-8	-1	-6	1.8	2	-6	17	0.2
Cc1sc(N/N=C/c2ccco2)nc1-c1ccccc1	-3	-24	5	-9	1.1	-2	-1	12	0.2
CC(=O)Nc1ccc(NC(=O)CSc2ccc3nnc(-c4cccnc4)n3n2)cc1	9	2	0	3	-1.3	0	-2	2	-0.2
COc1cc(C)nn1-c1ccc(Cl)cc1	-4	-11	0	-1	-0.1	1	-2	20	0.0
CC1(C)CC(=O)C(C2C3=C(CC(C)(C)CC3=O)Oc3ccccc32)=C(O)C1 (stereo not given)	-2	24	0	-3	0.8	17*	1	2	0.1
O=C1c2ccccc2C(=O)N1CSc1ncccn1	6	28	-4	-2	2.3	2	-2	1	-0.2
COc1ccccc1CN1CC(C(=O)N(C)CCCn2nc(C)cc2C)CCC1=O (stereo not given)	17	5	-1	7	1.4	0	-4	4	0.0
Cc1ccc(Cn2c(Sc3nnc(C)s3)nc3c2c(=O)[nH]c(=O)n3C)cc1	0	-21	-2	-2	5.6	6	-4	-18	0.0
COc1nc(Nc2ccc(-c3nc4ccccc4o3)cc2)nc(N2CCOCC2)n1	-9	-6	-3	3	3.3	6	-2	6	-0.1
Cc1cccc(NS(=O)(=O)Cc2ccccc2)n1	2	3	-2	-7	1.4	-5	-3	-6	-0.2
COCc1ccc(C(=O)NC2CCCc3c2cnn3-c2ccc(C)c(C)c2)o1 (stereo not given)	0	7	0	14	1.1	2	-5	-4	0.0
O=C(NCc1ccc2c(c1)OCO2)C1CC(=O)N(C2CCCCCCC2)C1 (stereo not given)	3	-5	2	7	0.6	-3	-1	9	0.0
CCCCCCC1CC(/C(C)=N\NC(N)=O)OC1=O (stereo not given)	11	-1	-2	-8	-0.7	-1	-1	7	-0.1
CN1C(=S)SC(C)(C)C1/[N+]([O-])=C/c1cccnc1 (stereo not given)	1	0	-4	-4	3.0	-2	-2	2	0.0
COc1cc(OC)cc(C(=O)NNC(=S)NCc2ccco2)c1	4	9	1	-5	-0.8	2	0	8	0.1
O=C(Nc1ccccc1O)c1ccc2c(c1)C(=O)N(N1C(=O)c3ccccc3C1=O)C2=O	7	-9	2	3	0.7	-1	-5	1	0.0
C/C(=N\NC(N)=O)C1CC(CC(C)C)C(=O)O1 (stereo not given)	-7	4	1	-2	0.7	0	-2	4	0.1
COc1ccc(CNC(=O)C(C)NCc2ccc(S(N)(=O)=O)cc2)cc1 (stereo not given)	0	-6	0	-5	3.0	-2	-6	-6	0.1
CCC(=O)c1ccc(OCC(=O)OCC(=O)NCCC2=CCCCC2)cc1	-1	3	0	1	0.7	-5	-5	8	0.1
CCc1ccc(NC(=O)C(C)Sc2ccc(S(=O)(=O)N3CCN(C)CC3)cn2)cc1 (stereo not given)	5	0	nt	nt	-0.8	nt	0	10	-0.2
CCOc1cccc2sc(N(CCCN(C)C)C(=O)Cc3ccccc3)nc12	4	0	2	0	-0.5	-4	-4	5	-0.1
CCOC(=O)c1c(C)c(C(=O)Nc2cc(F)ccc2F)c(C)n1C	12	-8	-5	-3	3.1	0	-1	11	1.2
CC(C)(C)C(=O)N(Cc1ccc(Cl)cc1)Cc1cccnc1	1	-4	-1	3	-2.1	0	-5	3	0.1
CC(C)(C)NC(=O)C(Cc1ccccc1)NS(=O)(=O)c1cccc2nsnc12 (stereo not given)	-9	23&-4	0	-13	-5.8	8	-8	-5	0.0
CC(=Nc1ccc(C)c(C)c1)C1=C(O)CCC1=O	-4	-7	1	-5	-4.8	-5	-8	-8	0.1

Entries of single compounds, quoted from the list.
`Cc1cccc(NS(=O)(=O)Cc2ccccc2)n1` is listed with LYPLA2 counter = 2; GASC-1 inh = 3; TPT1 inhibitor = -2; core dimer inh = -7; PP5 primary = 1.4; Fh CTSL1 inh = -5; PP1 inh = -3; PREPL inhibitor = -6; Efflux pump mplx = -0.2
`CCOC(=O)c1c(C)c(C(=O)Nc2cc(F)ccc2F)c(C)n1C` is listed with LYPLA2 counter = 12; GASC-1 inh = -8; TPT1 inhibitor = -5; core dimer inh = -3; PP5 primary = 3.1; Fh CTSL1 inh = 0; PP1 inh = -1; PREPL inhibitor = 11; Efflux pump mplx = 1.2

The listing continues:
mol	LYPLA2 counter	GASC-1 inh	TPT1 inhibitor	core dimer inh	PP5 primary	Fh CTSL1 inh	PP1 inh	PREPL inhibitor	Efflux pump mplx
COc1cc(C(=O)Nc2ccc(N3CCCS3(=O)=O)cc2)c([N+](=O)[O-])cc1OC	2	-14	1	0	-1.1	7	-3	2	0.0
O=C(NNc1ccc([N+](=O)[O-])cc1)Nc1ccccc1	1	13	-2	-4	2.2	-2	0	-1	0.0
NC(=O)CSc1ncnc2c1nnn2Cc1ccc(F)cc1	4	-5	3	-1	-1.1	-1	-2	-1	0.1
O=C(NCc1ccc(OC(F)(F)F)cc1)C1CC(c2ccccc2C(F)(F)F)=NO1 (stereo not given)	8	-3&-12	0	-8	8.6	4	8	7	-0.1
CCC(=O)N=c1ccn(C2=Nc3ccccc3NC2=C(C#N)C#N)cc1	8	-5	-2	-4	-4.1	3	10	-4	-0.1

Bioassay records (PubChem)
